# IL-1B inflam inh: inflammasome signaling inhibition, IL-1 beta readout | THP-1 LPS/ATP IL-1B secretion, AlphaLISA, 16 h; hits give low values | activity change, % at 57.5 µM | hit rate 4.7% among 360,000 | AID 743279; in the data active means activity change below about -50%; inconclusive means mostly about -30% to -49%; further: on the % scale 0 is the no-effect control and ±100 the full control effect
#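 THP-1 cells pretreated 1 hr with compounds (up to 57.5 uM final), then stimulated with LPS (250 ng/mL final) plus ATP (1.25 mM final); secreted IL-1B measured by AlphaLISA after 16 hr, decreased signal indicating inhibition.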
# ATXN2 expr inh: ATXN2 expression inhibition | HEK-293 ATXN2-luciferase reporter, luminescence, 24 h | Potency, µM (titrated, usually from 57 µM), for inactives: top-dose activity change, negative = inhibition, hits mostly inhibitors | hit rate 0.72% among 360,000 | AID 1745845; further: potency means the concentration at half of the fitted maximal effect; on the % scale 0 is the no-effect control and ±100 the full control effect; nearly all actives have a fitted effect of over 55% in size
#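 ATXN2-luciferase reporter cells (luciferase flanked by upstream and downstream ATXN2 gene portions) were treated 24 h at 37 °C with compounds at up to 57 uM. SteadyGlo luminescence gave expression; GF-AFC fluorescence gave viability.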
# KB-3-1 tox: KB-3-1 parental cell cytotoxicity; KB-3-1 viability, CellTiter-Glo ATP luminescence, 72 h; hit rate 1.4% among 400,000; Potency, µM (highest dose often 46.1 µM), without a hit: at the top dose activity change, negative = cytotoxic, hits mostly cytotoxic; further: potency means the concentration at half of the fitted maximal effect; on the % scale 0 is the no-effect control and ±100 the full control effect; nearly all actives have a fitted effect of over 60% in size
#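 Luminescent ATP read-out (CellTiter-Glo) measures survival of drug-naive KB-3-1 cells after 72 h compound exposure at 37 °C. Titration series was screened from lowest to highest concentration, with DMSO vehicle plates as background controls.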
# KB-V1 cytotox: KB-V1 MDR subline cytotoxicity | Potency, µM (series often up to 46.1 µM), for the others: at the highest dose activity change, negative = cytotoxicity, most hits filed as cytotoxic | hit rate 3.4% among 400,000 | KB-V1 MDR cells viability, CellTiter-Glo, 72 h | AID 1347076; further: potency means the concentration at half of the fitted maximal effect; on the % scale 0 is the no-effect control and ±100 the full control effect; nearly all actives have a fitted effect of over 60% in size
#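 Cytotoxicity toward P-gp-expressing KB-V1 cells was determined as loss of CellTiter-Glo luminescence after 72 h at 37 degrees C. Compounds were tested in quantitative HTS format across a concentration range, with curves fitted to normalized data.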
# ATXN viability: viability counter-screen for ATXN expression inhibitors. AID 651635. Potency, µM (doses to about 56.7 µM), hits mostly cytotoxic. S2 cells (HEK-293 line with an ATXN2-luciferase reporter) viability, CellTiter-Fluor protease fluorescence, 24 h. hit rate 0.49% among 400,000; further: potency means the concentration at half of the fitted maximal effect; nearly all actives have a fitted effect of over 40% in size
# HT1080-NT tox: kills 2HG-producing HT-1080-NT fibrosarcoma cells. Potency, µM (titrated, usually from 46.1 µM), for the others: at the highest dose activity, negative = less viability, most hits filed as cytotoxic. AID 686970. hit rate 1.6% among 360,000. HT-1080-NT fibrosarcoma viability, CellTiter-Glo ATP luminescence, 48 h;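 further: NT is the 2HG producing partner of a matched IDH1 knockdown line; potency means the concentration at half of the fitted maximal effect; 0% = DMSO-treated cells and -100% = media-only wells without cells; nearly all actives have a fitted effect of over 55% in size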
#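 HT-1080-NT; 750 cells/well; 5% FBS RPMI; 48 h compound, 37 degrees C; CellTiter-Glo luminescence; curve fitting and curve-class assignment.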
# HT1080 IDH1KD tx: toxicity to HT-1080 IDH1 knockdown cells (counter line); hit rate 2% among 360,000; Potency, µM (doses to about 46.1 µM), without a hit: top-dose activity, negative = toxicity, hits mostly cytotoxic; HT-1080 IDH1 knockdown viability, ATP luminescence, 48 h;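 further: potency means the concentration at half of the fitted maximal effect; 0% = DMSO wells and -100% = cell-free medium wells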
#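 % activity derives from luminescence (CellTiter-Glo), normalised to DMSO and no-cell wells. HT-1080-IDH1KD cells, 750/well, had 48 h compound exposure at 37 °C.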
# MCF10A rerep: induces DNA re-replication in MCF 10a normal breast cells. Potency, µM (highest dose often 46.1 µM), for inactives: at the top dose activity, positive = re-replication, hits mostly activators. MCF 10A DNA re-replication, Hoechst nuclear intensity, 48 h. AID 624296. hit rate 2.9% among 350,000; further: potency means the concentration at half of the fitted maximal effect; % of control where 0% means no effect; nearly all actives have a fitted effect of over 50% in size
# SW480 rerep: DNA re-replication induction in SW480 cells | SW480 DNA re-replication, Hoechst DNA content imaging, 48 h | Potency, µM (highest dose often 46.1 µM), for inactives: at the highest dose re-replication activation, most hits filed as activators | hit rate 1.8% among 340,000; further: potency means the concentration at half of the fitted maximal effect; % of control where 0% means no effect; nearly all actives have a fitted effect of over 55% in size
#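 Quantitative HTS format with DMSO vehicle controls; 48 hr drug incubation at 37 C, then 40 min Hoechst staining and scanning imager measurement at 405 nm excitation.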
# * marks the source's active call; other numbers are inactive results; i = inactive; u = inconclusive; x = no result given; [ ] = dose if it differs, or a comment. Unless noted, the call rests on the fitted dose curve; in most records, active means well fitted curve in the direction sought with a large enough effect; inconclusive means small, poorly fitted or top-dose-only effect, or another doubt; inactive means no such curve, though single readings can be large; an effect the other way counts as inactive or inconclusive.
# Every second line gives: IL-1B inflam inh	ATXN2 expr inh	KB-3-1 tox	KB-V1 cytotox	ATXN viability	HT1080-NT tox	HT1080 IDH1KD tx	MCF10A rerep	SW480 rerep
O=C(NCCc1cnc[nH]1)c1cccs1
 : 1	x	-2%	8%	i	-9%	-2%	-4%	-14%
COc1ccccc1-c1nnc2sc(COc3ccccc3)nn12
 : -11	-11%	8%	-1%	i	-2%[9.24 µM]	-15%	3%	1%
Nc1cc(C(=O)O)ccc1Nc1ccccc1
 : -1	20%	3%	3%	i	16%	22%	6%	4%
O=C(CSc1ccc2nnc(CCNC(=O)c3ccccc3)n2n1)Nc1ccccc1F
 : 8	x	5%	0%	i	3%	15%	0%	-8%
CCn1cc(C(=O)N2CCN(c3ccc(F)cc3)CC2)c(=O)c2cc(S(=O)(=O)N(C)C3CCCCC3)ccc21
 : x	2%	-14%	7%	i	x	x	x	x
CCCn1c2c(c(=N)c3c1CCC3)CCC2
 : -1	-16%	u	29%	i	u	u	12%	-9%
O=C(NCc1ccc(Cl)cc1)C1CCC(CNc2c(N3CCOCC3)c(=O)c2=O)CC1 (stereo unspecified)
 : 4	-18%	13%	6%	i	-1%	2%	u	-6%
O=C1[C@H]2[C@@H](/C=C/c3ccccc3)N3C(=O)CN(Cc4ccccn4)C(=O)[C@@]3(Cc3ccccc3)[C@H]2C(=O)N1c1ccccc1
 : 0	0%	u	u	i	0%	12%	-3%	2%
Cc1ccc(SCc2cc(=O)[nH]c(/N=C(\N)Nc3ccc(C)c(C)c3)n2)cc1
 : 9	-14%	18%	21%	i	15%	-11%	-17%	0%
CC1(c2ccc(OC(F)F)cc2)NC(=O)N(/N=C/c2c(O)ccc3ccccc23)C1=O (stereo unspecified)
 : 9	-21%	-10%	-24%	i	u	u	u	-1%
CCn1c(SCc2nc3scc(-c4ccccc4)c3c(=O)[nH]2)nnc1-c1ccc(Cl)cc1
 : -11	-12%	-15%	u	i	-1%	1%	4%	10%
COc1ccc(N(C(=O)Cn2nnc(-c3ccccc3F)n2)C(C(=O)NCC2CCCO2)c2ccc(Cl)cc2)cc1 (stereo unspecified)
 : 13	-16%	u	-20%	i	-1%	0%	-1%	4%
O=[N+]([O-])c1cccc(-c2nnc3cccc(Cl)n23)c1
 : 22	24%	13%	u	i	19%	9%	5%	27%
Cc1ccc(COC(=O)c2ccc3ccccc3n2)cc1
 : 14	17%	7%	2%	i	16%	20%	-2%	-4%
NC1=NC[C@H](Cc2ccccc2)N1CCc1cc(C(F)(F)F)cc(C(F)(F)F)c1
 : -27	u	u	4%	u	-4%	-4%	3%	-5%
Cc1ccc(NC(=O)C2=CCN(S(=O)(=O)c3ccc(F)cc3)CC2)cc1
 : u	-21%	-2%	-16%	i	0%	-2%	7%	4%
O=C(Nc1cc(S(=O)(=O)N2CCCCC2)ccc1N1CCOCC1)c1cc(=O)[nH]c2ccccc12
 : -4	x	3%	20%	i	7%	5%	0%	-2%
COC(=O)CCNCCSc1nnc(-c2ccco2)n1Cc1ccccc1
 : 0	x	17%	-5%	u	23%	1%	2%	-5%
Cc1ccc(O)c(C(=O)c2cc(C#N)c(=O)n(Cc3ccccc3)c2)c1
 : 4	-22%	4%	-28%	i	-7%	u	29%	6%
COCCCn1c(=O)/c(=C\c2ccccc2OC(F)F)s/c1=C(/C#N)C(=O)N1CCOCC1
 : -69*	-20%	-1%	u	u	7%	8%	21%	2%
CSc1nnc(NC(=O)c2cc(=O)c3cc(C)c(C)cc3o2)s1
 : x	12%	3%	u	i	x	x	x	x
CN1CCC(N2CCN(C3CN(Cc4cn(Cc5cccc(C(F)(F)F)c5)nn4)S(=O)(=O)C3)CC2)CC1 (stereo unspecified)
 : -10	-1%	-5%	0%	u	-5%	2%	x	x
CN=c1scc(-c2cc(OC)ccc2OC)n1/N=C/c1c(C)[nH]c2ccccc12
 : u	x	-10%	-16%	i	-23%	u	1%	-4%
CC(C)OCCCNC(=O)CN1CCN(Cc2ccccc2Cl)C1=O
 : 9	-21%	-1%	-2%	i	-4%	1%	u	3%
COC(=O)[C@]1(Sc2ccc(OC)cc2)CC(=O)N[C@@H]1c1ccccc1
 : 39	7%	12%	9%	i	7%	-1%	x	x
c1ccc(-c2cc3nc(NCc4cccs4)nc(NCc4ccc5occc5c4)c3s2)cc1
 : -89*	u	u	u	u	16µM*	18µM*	x	x
Cc1nc2ccc(S(=O)(=O)NCC(=O)N3CCCCC3)cc2s1
 : 8	-5%	14%	5%	i	8%	1%	-3%	-1%
COc1ccc(CNc2nccs2)cc1
 : -4	x	-4%	-11%	i	-2%	0%	-1%	5%
CCN(CC)CCN1C(=O)c2ccccc2NC1c1cc(OC)c(OC)c(OC)c1 (stereo unspecified)
 : 22	-14%	-1%	1%	i	0%	0%	-7%	-11%
CN(N)c1nc2ccccc2nc1C(F)(F)F
 : -1	-22%	14%	-2%	i	4%	-6%	18%	-2%
CCOc1ccccc1-n1nnnc1SCC(=O)O
 : 20	5%	11%	7%	i	9%	4%	4%	6%
COc1ccc(OC)c(N(CC(=O)NCc2ccccc2)S(=O)(=O)c2ccc(OC)c(OC)c2)c1
 : 47	8%	-1%	-21%	i	-9%	1%	1%	2%
CC1CCN(CC2CCN(C(=O)Nc3ccc(Br)cc3F)CC2)CC1
 : x	-11%	-8%	-10%	i	x	x	x	x
O=C(Nc1nccs1)c1cc(Cl)ccc1[N+](=O)[O-]
 : 0	2%	u	-17%	i	0%	8%	2%	x
c1ccc(NC(=NCc2ccco2)c2ccccc2)cc1
 : -10	-13%	14%	u	i	-1%	-17%	0%	-5%
CC(Cn1cncn1)NC(=O)c1cc(COc2cccc(C(F)(F)F)c2)on1 (stereo unspecified)
 : 0	24%	x	x	i	2%	13%	-7%	-3%
O=C(Nc1ccc(Cl)c(Cl)c1)N1CCCCCC1
 : -5	13%	7%	0%	i	7%	9%	7%	u
CCOc1cc(C(=O)Nc2c(NC)c3ccccc3oc2=O)cc(OCC)c1OCC
 : x	5%	8%	1%	i	x	x	x	x
CN1/C(=C/C(=O)C2CCC2)Sc2ccccc21
 : -9	40%[activator]	-8%	0%	i	u	0%	u	-1%
COc1cc(Br)cc(-c2nc3c(c(=O)[nH]c(=O)n3Cc3ccccc3)n2C)c1O
 : 28	2%	11%	5%	i	-1%	-2%	6%	-1%
Cc1ccc(CCNS(=O)(=O)c2cc3c(cc2C)n(C)c(=O)c(=O)n3C)cc1
 : 56	-2%	0%	1%	i	8%	-1%	0%	-3%
CCOc1cc(C2C(C(=O)c3ccco3)=C(O)C(=O)N2CC2CCCO2)ccc1O (stereo unspecified)
 : -11	14%	7%	-6%	i	29%	18%	1%	0%
Cc1noc(C(=O)NC2CCCCC2)c1Cl
 : -5	6%	0%	6%	i	9%	4%	-8%	41%
Cc1ccc(CN(Cc2cccnc2)C(=O)CN2C(=O)COc3ccccc32)o1
 : -4	-6%	10%	-8%	i	8%	11%	0%	-3%
COc1ccc(C(=O)NC(=S)Nc2ccc(N3CCCC3)cc2)cc1OC
 : 7	-10%	5%	u	i	-3%	9%	6%	-3%
O=S(=O)(NCc1ccc(F)cc1)c1ccc(N2CCCCS2(=O)=O)cc1
 : x	-31%	u	-7%	i	x	x	x	x
Cc1ccc(NC(=S)N(CCCN2CCN(C)CC2)Cc2cccs2)cc1
 : -19	-23%	0%	-30%	i	-3%	-2%	5%	-5%
COC(=O)c1cc(OC)c(OC)cc1NC(=O)c1ccc2c(c1)CCN2S(C)(=O)=O
 : x	5%	2%	2%	i	x	x	x	x
COc1ccc(/C=C2\SC(=S)N(CCC(=O)Nc3ccc(C(=O)O)cc3)C2=O)cc1
 : -4	x	-2%	u	i	-1%	-3%	-8%	u
O=C(CN(Cc1ccc2c(c1)OCO2)C(=O)CNS(=O)(=O)c1ccccc1)NCC1CCCO1 (stereo unspecified)
 : 19	6%	0%	5%	i	9%	14%	2%	0%
CC1CC(C)(C)CC2(C1)NC(=O)N(CC(=O)OCc1ccc(Br)cc1)C2=O (stereo unspecified)
 : 14	-16%	-5%	16µM*	i	-5%	u	u	4%
Cc1cccc(Nc2n[nH]c(=S)s2)c1C
 : 6	16%	-2%	4%	i	0%	0%	5%	4%
CC(=O)NC(c1cccc(F)c1)c1nc(-c2ccc(N(C)C)cc2)cs1 (stereo unspecified)
 : -15	1%	0%	-4%	i	0%	23%	x	x
CC(=O)Nc1ccc(C#Cc2ccc(NC(C)=O)cc2)cc1
 : -6	23%	-9%	-26%	i	-3%	-26%	28%	15%
CCN(C(=O)c1cc2c(=O)[nH]c3ccc(C)cc3c2s1)c1ccc(OC)cc1
 : -10	-2%	-12%	-19%	i	-3%	-1%	6%	20%
Cc1ccc(NC(=O)Cn2c(=O)c3cccn3c3ccccc32)c(C)c1
 : u	9%	14%	32%	i	11%	14%	-2%	u
Cc1cc(C(=O)NC2Cc3ccccc3C2)c(C)o1
 : -17	x	-4%	0%	i	1%	0%	-1%	1%
COc1cccc(C(=O)NCc2ccc3c(c2)OCO3)c1OC
 : 6	16%	-14%	-15%	i	8%	2%	-9%	-15%
Cc1ccc(C)c2sc(NC(=O)c3ccc(N4C(=O)CCC4=O)cc3)nc12
 : -12	-14%	-1%	-1%	i	2%	-1%	14%	-3%
COc1cccc(N(CC(=O)N2CCN(C)CC2)S(=O)(=O)c2ccc(C)cc2)c1
 : -1	4%	3%	-5%	i	4%	10%	u	-7%

# Screening data deposited in PubChem BioAssay by National Center for Advancing Translational Sciences (NCATS).
